D2 ag – agonists of human D2 dopamine receptor; P14416; HEK293 T-REx D2 cells, calcium flux agonist mode; activation, % at 2 µM; hit rate 0.53% among 340,000; AID 485358;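 active means activation over 3 SD above normal in the single-dose calcium agonist read, cut at about 30% in these data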; further: 0% is about no effect
Target sequence (P14416 whole entry, looked up): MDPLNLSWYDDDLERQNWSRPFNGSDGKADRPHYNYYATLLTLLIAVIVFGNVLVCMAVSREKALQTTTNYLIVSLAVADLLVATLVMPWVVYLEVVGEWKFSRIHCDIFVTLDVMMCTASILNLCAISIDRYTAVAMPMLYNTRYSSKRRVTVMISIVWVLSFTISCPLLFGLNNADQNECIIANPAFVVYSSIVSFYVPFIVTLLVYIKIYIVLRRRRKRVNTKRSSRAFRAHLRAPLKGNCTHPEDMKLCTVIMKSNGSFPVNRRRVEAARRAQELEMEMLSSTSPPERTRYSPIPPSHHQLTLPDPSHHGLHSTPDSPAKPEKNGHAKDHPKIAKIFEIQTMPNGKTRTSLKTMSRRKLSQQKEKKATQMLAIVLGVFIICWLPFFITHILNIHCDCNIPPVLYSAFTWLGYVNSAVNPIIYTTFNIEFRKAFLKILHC
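Agonism scored from kinetic calcium signal (1 read/sec, 180 s) following compound pin transfer, after a 10 s baseline. Cells: HEK293 Trex line expressing inducible D2 receptor coupled to calcium, dye-loaded after overnight culture at 30 C.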
12-LOX inh – blocks human arachidonate 12S-lipoxygenase; purified 12hLO, xylenol orange hydroperoxide absorbance; hit rate 1.1% among 580,000; Potency, µM (top dose mostly 108 µM), for inactives: at the top dose activity change, negative = inhibition, hits mostly inhibitors; further: potency means the concentration at half of the fitted maximal effect; on the % scale 0 is the no-effect control and ±100 the full control effect
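Purified human 12hLO at 150 nM in 25 mM Hepes, 0.01% Triton X-100, pH 7.0, preincubated 15 min at room temperature with compound. Reaction started with 40 uM arachidonic acid, 30 min at room temperature. Hydroperoxide measured by Fe-xylenol orange, 573/405 nm absorbance ratio.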
Vif-APOBEC3G blk – Vif-A3G binding inhibition; Q9HC16; HeLa A3G-eYFP + Vif (tagged APOBEC3G with the HIV-1 protein that degrades it), YFP fluorescence, overnight; Potency, µM (titrated, usually from 46.1 µM), for inactives: at the highest dose activity, negative = active, most hits filed as inhibitors; hit rate 0.076% among 410,000; AID 602310;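 further: potency means the concentration at half of the fitted maximal effect; on the % scale 0 is the no-effect control and ±100 the full control effect; nearly all actives have a fitted effect of over 60% in size; hits raise eYFP signal because A3G escapes Vif-driven loss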
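HeLa cells stably expressing Vif and C-terminally eYFP-tagged A3G, seeded overnight at 37 deg C, then exposed to compound by pintool overnight at 37 deg C. Rise in yellow fluorescence (Ex 488/Em 500-530, Acumen) marks blocked Vif-driven A3G degradation.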
Vif-A3F inh – blocks the Vif interaction with APOBEC3F; Potency, µM (titrated, usually from 46.1 µM), for inactives: at the top dose activity, negative = active; hit rate 0.2% among 390,000; HeLa A3F-eYFP + Vif (tagged APOBEC3F with the HIV-1 protein that degrades it), YFP fluorescence increase; further: potency means the concentration at half of the fitted maximal effect; % of control where 0% means no effect; nearly all actives have a fitted effect of over 65% in size
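Fluorescence increase (Ex 488/Em 500-530) after overnight compound treatment at 37 deg C flags inhibition of Vif-driven A3F-eYFP loss in stable HeLa A3F-eYFP/Vif cells seeded overnight beforehand.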
RGS4 inh – human RGS4 inhibition. Transcreener GDP fluorescence polarization, RGS4-accelerated GTP hydrolysis. Potency, µM (series often up to 114 µM), inactives show top-dose activity change, negative = inhibition, hits mostly inhibitors. hit rate 0.039% among 390,000. AID 504845; further: potency means the concentration at half of the fitted maximal effect; on the % scale 0 is the no-effect control and ±100 the full control effect; nearly all actives have a fitted effect of over 75% in size; some results filed as inactive show a strong effect at the top dose
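MLSMR compounds (23 nl, pin-transferred) preincubated 10 min at room temperature with a 500nM (2x) first reagent, then RGS4 at 900nM (2x) plus Transcreener GDP mix added; fluorescence polarization (620/688 nm) read before and after 90 min at 30 °C.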
ERG-DNA inh – inhibitors of human ERG Ets domain-DNA interaction | P11308 | fluorescence polarization, His-ERG Ets domain / labelled DNA | Potency, µM (doses to about 76.9 µM), without a hit: top-dose FP activity, negative = inhibition, actives largely listed as inhibitors | hit rate 0.028% among 370,000 | AID 624246; active means well fitted inhibition curve with a large enough effect in the polarisation, with a control signal flat; inconclusive means small, poorly fitted or top-dose-only effect, or effect the other way, or a change in a side signal; inactive means no such curve, though single readings can be large or run the other way; the % refers to the polarisation;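 further: polarization taken with two DNA probes labelled with fluorescein and Texas red; potency means the concentration at half of the fitted maximal effect; % of control where 0% means no effect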
Target sequence (P11308 whole entry, looked up, the tested form may be a part): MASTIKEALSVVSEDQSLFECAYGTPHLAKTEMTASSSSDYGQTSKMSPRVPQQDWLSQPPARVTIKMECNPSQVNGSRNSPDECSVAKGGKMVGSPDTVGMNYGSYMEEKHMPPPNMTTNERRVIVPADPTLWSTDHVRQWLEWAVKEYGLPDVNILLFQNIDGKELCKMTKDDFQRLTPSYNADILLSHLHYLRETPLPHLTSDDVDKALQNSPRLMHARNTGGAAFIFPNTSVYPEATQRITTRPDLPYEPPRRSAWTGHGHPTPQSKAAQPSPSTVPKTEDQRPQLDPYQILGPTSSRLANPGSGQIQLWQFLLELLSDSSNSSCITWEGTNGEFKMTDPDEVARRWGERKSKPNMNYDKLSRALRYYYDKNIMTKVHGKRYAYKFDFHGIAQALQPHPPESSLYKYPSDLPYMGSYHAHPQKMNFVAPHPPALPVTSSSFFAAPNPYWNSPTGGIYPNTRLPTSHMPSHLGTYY
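His-tagged ERG Ets domain (1 uM in the protein solution; 300mM KCl, 50mM Tris-HCl, 1mM EDTA, 1mM DTT, pH 7.5) received compound, then a probe mix of 5 nM fluorescein-DNA and 100nM Texas-615-DNA. Fluorescence polarization was read for both dyes.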
LDHA block – inhibitors of human lactate dehydrogenase A | P00338 | purified LDHA, NADH/diaphorase-resazurin fluorescence; stronger effect = lower value | activity change, % (values are at about 110 or 230 µM) | hit rate 0.15% among 480,000 | AID 1347041; in the data active means activity change below about -30%; inconclusive means mostly about -25% to -30%;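 further: plate controls were DMSO wells for no effect and wells without enzyme for full effect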
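Remaining NADH was detected by diaphorase (0.133 mg/mL) converting 37 µM resazurin to fluorescent resorufin, read at 0 and 20 minutes. The preceding 5-minute room-temperature reaction used 2 nM LDHA, 0.2 mM sodium pyruvate and 0.06 mM NADH at pH 7.4.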
GRP78 ERSR act – induces the endoplasmic reticulum stress response in human glioma cells; U87-MG GRP78 promoter luciferase reporter, 16 h; hit rate 0.02% among 420,000; AID 602332; Potency, µM, inactives show at the top dose activation, usual class: activators; further: potency means the concentration at half of the fitted maximal effect; series mostly up to about 76 µM; % of control where 0% means no effect; nearly all actives have a fitted effect of over 35% in size
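Stably transfected U87-MG human glioma cells carrying a GRP78-based luminescent sensor were seeded at 1000 cells/well, pin-dosed with compounds and incubated 16 h. Luciferase reagent was then added, and end-point luminescence was read after 10 min at room temperature.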
D2 antagonist – antagonizes the human D2 dopamine receptor. P14416. HEK293 TREx D2 cells, calcium flux, dopamine EC80. inhibition, % at 10 µM. AID 485344. hit rate 2% among 340,000; in the data active means inhibition above about 30%; further: 0% is about no effect
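Measurement of antagonist activity uses fluorescent calcium dye in inducible HEK293 T-REx D2 cells: 10 s baseline, compound addition with 180 s read, EC80 dopamine addition with a further 180 s read.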
Starred values were filed as active, the others as inactive; ? = inconclusive; / = not tested or not shown; & = joins results of further samples; ! = repeats disagree; [ ] = another dose, or the depositor's remark. Unless noted, the call rests on the fitted dose curve; in most records, active means well fitted curve in the direction sought with a large enough effect; inconclusive means small, poorly fitted or top-dose-only effect, or another doubt; inactive means no such curve, though single readings can be large; an effect the other way counts as inactive or inconclusive. An excerpt (hit frequency here may not be typical).

SMILES	D2 ag	12-LOX inh	Vif-APOBEC3G blk	Vif-A3F inh	RGS4 inh	ERG-DNA inh	LDHA block	GRP78 ERSR act	D2 antagonist
COc1cc(Nc2nn(-c3ccc(OC(F)(F)F)cc3)nc2C(C)=O)cc(OC)c1	1.2	-17%	-6%	0%	7%	-1%	-2	-3%	/
CC1(C)COC(c2ccc3c(c2)OCO3)OC1	/	6%	0%	1%	-8%	-2%	-3	3%	/
CN(Cc1cccc2ncccc12)C(=O)CC1C(=O)NCCN1Cc1ccc(F)cc1 (configuration not stated)	0.8	31%	0%	-4%	3%	16%	2	-2%	7
COc1ccccc1CCNC(=O)CSCC(=O)Nc1ccccc1F	/	-1%	-1%	2%	/	/	-9	-1%	/
Oc1ccc(-c2nc3cnccn3c2Nc2ccc3c(c2)OCCO3)cc1	-0.4	2%	-2%	-6%	-12%	7%	2	7%	2
NC(=O)CC(NC(=O)Cc1cccc2ccccc12)c1ccc(N2CCC(Br)CC2)c([N+](=O)[O-])c1 (configuration not stated)	-0.5	-1%	2%	4%	5%	-3%	-11	-4%	1
COC(=O)C=C1CCC2C3CCC4=CC(=O)C(Br)CC4(C)C3C(=O)CC12C (configuration not stated)	/	-22%	-20%	1%	-28%	13%	0	-4%	/
COc1ccc(NC(=O)CSc2n[nH]c(-c3ccccn3)n2)cc1	-0.1	18%	-2%	9%	2%	3%	11	-3%	-15
CNS(=O)(=O)c1cc2c3c(cccc3c1)C(=O)NC2=O	0.2	-10%	1%	1%	19%	-28%	-1	-1%	-17
NC(=O)CSC1=N/C(=C\c2ccco2)C(=O)N1c1ccc(OC(F)F)cc1	4.6	-30%	1%	3%	-4%	24%	-12	-1%	-1
O=C(Nc1ccc(Cl)c(Cl)c1)N(CCCN1CCOCC1)Cc1cccs1	2.4	-18%	1%	2%	16%	-6%	-4	-6%	13
CCN(CC(=O)Nc1ccccc1C(F)(F)F)C(=O)Cn1c(=O)cnc2ccccc21	0.8	-13%	0%	4%	0%	-13%	-8	-1%	-3
CCOc1ccc(-c2cccc(NS(=O)(=O)c3cccc([N+](=O)[O-])c3)c2)nn1	/	-14%	0%	2%	/	/	0	-2%	/
COc1cc(C(=O)N2CCC(n3cnc4cc(F)ccc43)CC2)cc(OC)c1OC	0.6	-4%	-1%	8%	49%	-8%	-5	5%	-9
Cc1cccc(C)c1N(CC(=O)Nc1cc(Cl)ccc1Oc1ccccc1)S(C)(=O)=O	0.9	2%	-2%	-5%	24%	2%	-1	-1%	-3
CNc1nnc(C(F)(F)F)s1	-1.1	0%	-2%	1%	-21%	2%	-6	-2%	-4
Cc1cccc(OCc2ccc(-c3nc(C#N)c(N4CCC(C(N)=O)CC4)o3)o2)c1	-2.3	?	-1%	-4%	-5%	7%	0&-1	-2%	/
COc1ccccc1Nc1ncnc2ccccc12	0.5	1%	-3%	-2%	-15%	4%	-5	0%	-34
CC(=O)c1cccc(NC(=O)[C@H](Cc2ccccc2)N2Cc3ccccc3C2=O)c1	-1.5	-18%	-7%	-6%	0%	1%	-1	-1%	/
Cc1csc2nc(COc3ccc(NC(=O)COc4ccc(F)cc4)cc3)cc(=O)n12	-0.3	-6%	-2%	-3%	14%	-4%	-7	-3%	/
CCOC(=O)c1ccc(NC(=O)CN2CCN(C(=O)C3CCCO3)CC2)cc1 (configuration not stated)	2.2	0%	3%	6%	-5%	0%	-4	5%	-2
CC1(C)CCC[C@@]2(C)CC=C(C(=O)O)[C@@H]3C[C@]312	-0.1	84%[activator]	-1%	-1%	-3%	-3%	-2	-3%	-17
CCc1cc2ccc(C)c(C)c2nc1SCC(=O)NNC(=O)c1ccco1	0.7	18%	-4%	-17%	13%	10%	-4	-5%	8
O=C(CCN1C(=O)/C(=C/c2ccccc2F)SC1=S)Nc1cccnc1	1.1	0%	1%	-18%	-14%	20%	4	-4%	7
COc1ccc([C@@H]2C[C@@H](c3ccccc3)Oc3cc(OC)cc(OC)c32)cc1	1.0	-9%	-9%	6%	-11%	-1%	0	-3%	-5
CCOC(=O)Nc1cc(OC)cc2ccc(C)nc12	/	10%	-3%	-3%	/	/	1	-5%	/
CC(C)[C@H](NC(=O)NCc1ccc(Cl)cc1)C(=O)O	-0.3	16%	-5%	1%	3%	-5%	-2	-3%	-11
COc1ccc(NC(=O)CCN(c2ccc(OC)cc2)S(=O)(=O)c2ccc(C)c(C)c2)cc1	/	293%[activator]	0%	-2%	-11%	2%[15.4 µM]	-6	-2%	/
COC(=O)C1=CO[C@@H](O[C@@H]2O[C@H](CO)[C@@H](O)[C@H](O)[C@H]2O)[C@H]2[C@@H]1C(=O)C[C@@H]2C	-0.4	2%	4%	3%	-15%	3%	-1	-5%	11
CCN(CC)S(=O)(=O)c1cccc(-c2n[nH]c(=S)n2/N=C/c2ccc(OC)cc2)c1	-0.1	?	0%	-5%	?	2%	-10	-2%	-4
CC(=O)Nc1ccc(NCc2ccc(-c3ccccc3)cc2)cc1	/	30%[activator]	0%	15%	-13%	-12%	-1	-1%	/
Nc1nonc1C(=O)NCCNC(=O)c1ccccc1F	-0.3	0%	0%	0%	8%	-2%	-10	-4%	-2
O=C(CCCC(=O)c1ccccc1)NCCc1ccccc1F	-0.3	17%	3%	0%	8%	7%	-4	6%	-8
CN(C)C(=O)c1cc(C(=O)Cc2ccccc2)c[nH]1	0.7	?	0%	-1%	-1%	2%	-7	-3%	37*
Cc1ccc(NC(=O)CNC(=O)c2ccco2)c(Cl)c1	-1.1	1%	-1%	-12%	-39%	3%	-2	-3%	-1
COC(=O)C1CCN(c2ccc([N+](=O)[O-])cc2)CC1	0.0	-14%	-4%	-3%	11%	8%	1	-4%	-7
CC(C)Sc1nc2c(c(=O)[nH]c(=O)n2C)n1Cc1ccccc1	-0.5	?	-10%	?	-14%	0%	-30*!	-1%	10
COC(=O)c1cc(S(=O)(=O)NCc2ccc(Br)cc2)c[nH]1	-0.3	0%	-4%	6%	-10%	-5%	-9	-2%	8
Cc1ccccc1NC(=O)/C(=C/c1cccs1)NC(=O)c1ccco1	0.8	-12%	0%	-8%	0%	3%	-6	-2%	-1
Fc1ccc(-c2cc3nc4c(c(N5CCOCC5)n3n2)CCCC4)cc1	0.0	-2%[57.4 µM]	-5%	1%	-13%	/	9	2%	2
CC(NC(=O)CCc1cn(Cc2ccccc2Cl)c2ccccc12)c1ccccc1 (configuration not stated)	-0.1	-18%	1%	-2%	-6%	-5%	2	-1%	/
Cc1cc(C(=O)COC(=O)CCc2nc3ccccc3c(=O)[nH]2)c(C)n1CC1CCCO1 (configuration not stated)	0.3	/	-1%	8%	-6%	7%	-2	-2%	-4
Cc1ccn2c(CNCCCn3cccn3)c(C(=O)N3CCCCCC3)nc2c1	0.1	0%	1%	-5%	-26%	12%	-2	-2%	-15
CCOC(=O)Cc1csc(NC(=O)CSc2nc(C)cc(C)n2)n1	/	0%	0%	1%	12%	1%	-5	-2%	/
Cc1ccc(S(=O)(=O)N(C)CC(=O)N2CCc3ccccc32)cc1	1.1	0%	-1%	3%	-13%	8%	-2	-5%	-14
COc1ccc([N+](=O)[O-])cc1N(CC(O)CN(CC(C)C)CC(C)C)S(=O)(=O)c1ccc(C)cc1 (configuration not stated)	-0.1	12%	3%	-8%	-16%	18%	0	-6%	9
CC1=C(C(=O)OC(C)C)C(c2ccsc2)NC(=O)N1C (configuration not stated)	-0.3	1%	1%	-2%	8%	0%	-3	-4%	5
C/C(CC(=O)Nc1cccnc1)=N\NC(=O)C(C)Oc1ccc(Cl)cc1Cl (configuration not stated)	0.2	95%[activator]	-1%	8%	-8%	-6%	-4	-7%	6
COc1cccc(NC(=O)CN(C)C(=O)c2ccc3[nH]c4c(c3c2)CC(C)CC4)c1 (configuration not stated)	0.1	0%	-1%	1%	-30%	-10%	-2	-4%	6
CN1C(=O)/C(=C2\SC(=S)N(CCCCCC(=O)O)C2=O)c2ccccc21	0.5	-3%	2%	-4%	13%	13%	2	-3%	2
